Wnt bcat act: Wnt/beta-catenin pathway activators, primary screen, cell-based, plate reader, single point. Wnt/beta-catenin reporter cell assay, activator. activation, % at 9.35 µM. 1.2% of 300,000 active. AID 743398, 2014; in the data active means activation above about 30%, passing the limit was not always enough; inconclusive means no clear call, values can overlap the other calls;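 further: 0% = neutral control wells and 100% = positive control wells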
dFosB act: activators of delta FosB homodimer, primary screen, biochemical, fluorescence polarization, TAMRA-CDK5 oligo, single point | Protein FosB (Mus musculus), P13346 | purified delta FosB; percent of positive-control signal above neutral wells | activation, % at 25 µM | 0.99% of 340,000 active | AID 493131, 2011;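 active means mean activation above about 17%, with every replicate also reaching it, limit read from the data, passing the limit was not always enough; inconclusive means only one of the two conditions met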;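 further: fluorescence polarization rise as delta FosB binds a TAMRA Cdk5 AP-1 oligo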
Target sequence (P13346 whole entry, looked up): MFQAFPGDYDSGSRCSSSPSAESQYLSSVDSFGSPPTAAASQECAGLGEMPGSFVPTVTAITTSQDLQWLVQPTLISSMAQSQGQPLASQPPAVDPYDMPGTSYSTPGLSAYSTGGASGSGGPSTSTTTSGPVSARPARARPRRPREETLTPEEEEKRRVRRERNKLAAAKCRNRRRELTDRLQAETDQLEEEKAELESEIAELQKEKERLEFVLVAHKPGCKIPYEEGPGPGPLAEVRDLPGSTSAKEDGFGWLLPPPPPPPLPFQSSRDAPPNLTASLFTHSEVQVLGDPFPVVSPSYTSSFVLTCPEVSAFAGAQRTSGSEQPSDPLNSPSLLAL
V-ATPase pH: regulators of yeast V-ATPase proton pumping, primary screen, pHLuorin cytosolic pH fluorescence | 0.37% of 350,000 active | S. cerevisiae | response, % at 10 µM; in the data active means response mostly above about 7.3%, no sharp cut-off; inactive means mostly below about 5.4%; further: actives read high; inactives centre near 0; some compounds called inactive have numbers as strong as hits; reference of the scale not given here
CDK5 inh: inhibitors of human CDK5/p35 kinase, primary screen, biochemical, single concentration | Cyclin-dependent kinase 5 (Homo sapiens) + Cyclin-dependent kinase 5 activator 1 (Homo … | Recombinant CDK5/p35, ADP-Glo luminescence, 60 min | inhibition, % at 10 µM | 0.01% of 330,000 active | AID 488839, 2010;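 active means highest replicate inhibition of at least 50% and at least 75% of replicates reaching 50%; inconclusive means only one of the two criteria met; inactive means both criteria failed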;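 further: plate controls were DMSO neutral control for no effect and GW8510 at 10 µM for full effect; many of its hits are not listed in these tables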
Target sequence (Q00535 whole entry, looked up): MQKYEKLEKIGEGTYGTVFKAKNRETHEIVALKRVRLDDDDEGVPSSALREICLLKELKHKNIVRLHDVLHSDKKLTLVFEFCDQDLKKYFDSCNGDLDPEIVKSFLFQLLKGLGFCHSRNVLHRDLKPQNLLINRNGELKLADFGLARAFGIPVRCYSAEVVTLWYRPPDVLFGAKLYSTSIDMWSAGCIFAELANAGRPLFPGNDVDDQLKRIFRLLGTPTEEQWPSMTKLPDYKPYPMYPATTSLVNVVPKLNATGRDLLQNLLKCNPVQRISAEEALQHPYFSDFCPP
Target sequence (Q15078 whole entry, looked up): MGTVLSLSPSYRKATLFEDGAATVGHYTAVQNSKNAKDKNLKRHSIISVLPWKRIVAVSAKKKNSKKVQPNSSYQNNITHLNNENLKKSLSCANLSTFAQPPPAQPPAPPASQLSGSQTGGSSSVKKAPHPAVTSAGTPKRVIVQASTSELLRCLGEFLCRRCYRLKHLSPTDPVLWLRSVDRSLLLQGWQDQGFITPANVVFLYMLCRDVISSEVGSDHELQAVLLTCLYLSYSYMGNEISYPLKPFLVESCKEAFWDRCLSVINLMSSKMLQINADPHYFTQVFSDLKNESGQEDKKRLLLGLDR
SR-BI HDL uptake: inhibitors of SR-BI mediated HDL lipid uptake, primary screen, ldlA[mSR-BI] cells, fluorescence, single point; Scavenger receptor class B member 1 (Mus musculus), Q61009; ldlA[mSR-BI] CHO cells, DiI-HDL uptake fluorescence, 3 h; inhibition, % at 12.5 µM; 0.96% of 320,000 active;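 active means mean replicate inhibition of at least 70% and a set share of replicates each scoring 70 or more; inconclusive means meets just one of the two criteria; inactive means fails both criteria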;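 further: 0% = median of neutral control wells and 100% = median of positive control wells; values of inactives mirror those of a sister screen read the other way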
HTR5A inv ag: HTR5A inverse agonists in luminescence cell assay, primary screen, counter-screen for OPRM1-OPRD1 heterodimer inverse agonist project, full-deck HTS; 0.083% of 340,000 active; AID 504634, 2011; inhibition, % at 9.3 µM; HTR5A cell line, inverse agonism; 5-hydroxytryptamine receptor 5A (Homo sapiens), P47898; in the data active means inhibition mostly above about 23%, no sharp cut-off; inactive means mostly below about 18%;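 further: 0% = cells with DMSO and 100% = no-cell wells with DMSO; some compounds called inactive have numbers as strong as hits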
PvdQ acylase: P. aeruginosa PvdQ acylase inhibitors, primary screen, biochemical, fluorescence, plate reader and imaging, single point; purified PvdQ acylase; inhibition, % at 10 µM; 0.063% of 340,000 active; AID 488965, 2010; in the data active means inhibition above about 30%, passing the limit was not always enough; inconclusive means no clear call, values can overlap the other calls;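 further: 0% = vehicle neutral wells and 100% = reference inhibitor wells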
HTR5A ag ctr: HTR5A agonists in luminescence cell assay, primary screen, counter-screen for OPRM1-OPRD1 heterodimer agonist project, full-deck HTS | cell-based | activation, % at 9.3 µM | 0.61% of 340,000 active | AID 504692, 2011; in the data active means activation mostly above about 9.5%, no sharp cut-off; inactive means mostly below about 7.6%;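 further: 0% = cells with vehicle only and 100% = reference agonist; strong numbers were not always called active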
NSD2 inh: NSD2 histone methyltransferase inhibitors, primary screen, biochemical, AlphaScreen, single concentration, set 2. NSD2 peptide methylation, 120 min. 0.54% of 310,000 active. Histone-lysine N-methyltransferase NSD2 (Homo sapiens), O96028. AID 743445, 2014. inhibition, % at 12.5 µM; in the data active means inhibition above about 50%
MITF TRPM1 HTS: activators of MITF-driven TRPM1 promoter reporter, primary screen, cell-based, SK-MEL-5, luciferase, single point; 0.75% of 300,000 active; AID 588334, 2011; SK-MEL-5 TRPM1-promoter luciferase, 24 h; % of positive control, neutral wells = 0; activation, % at 12.5 µM;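 active means mean activation of at least 80% with every replicate also reaching 80%; inconclusive means mean reaches 80% but some replicate falls short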;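 further: 0% = neutral control wells and 100% = parthenolide positive control wells; values of inactives mirror those of a sister screen read the other way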
Starred values were filed as active, the others as inactive; u = inconclusive; x = not tested or not shown.

SMILES,Wnt bcat act,dFosB act,V-ATPase pH,CDK5 inh,SR-BI HDL uptake,HTR5A inv ag,PvdQ acylase,HTR5A ag ctr,NSD2 inh,MITF TRPM1 HTS
Cc1cc(C)cc(N2CCCC2=O)c1,-2,7,-3,0.1,-27,4,2,5,-1,x
CS(=O)(=O)N1CCc2cc(NC(=O)c3ccc(Cl)cc3Cl)ccc21,2,-7,-2,0.3,69,-8,-5,3,-8,9
CCC(=O)c1ccc(OCC(O)Cn2nc(C)c(Br)c2C)cc1 (centres undefined),2,0,-4,1.8,2,-21,-18,-1,2,7
Cc1ccccc1C(=O)Nc1ccc(C(=O)NNC(=O)CCCOc2ccc(Cl)cc2Cl)cc1,x,u,2,-0.1,26,-33,-5,0,1,5
CCCc1cc(=O)[nH]c(SCc2csc(-c3ccccc3)n2)n1,1,-11,-1,0.0,-22,-4,-18,1,-2,9
O=C(Cn1c(=O)oc2cc(S(=O)(=O)N3CCCCCC3)ccc21)NC1CCCCCCC1,-1,-10,-3,0.4,3,-24,0,8,x,x
CC1(C)C(=O)Nc2ccccc2N1C(=O)COC(=O)c1cccc(O)c1,-1,-2,-3,1.0,10,9,-10,0,-3,1
CC(NC(=O)NC12CC3CC(CC(C3)C1)C2)C1CCCO1 (centres undefined),-1,0,1,-1.2,-19,3,-12,-1,0,10
Nc1nc(SCC(=O)NCC2CCCO2)[nH]c(=O)c1NC(=O)c1ccco1 (centres undefined),1,2,-1,1.9,-29,1,-7,0,x,x
CCOC(=O)c1cccc(N2C(=O)C3C(C(=O)NC4CC4)C4(C)C=CC3(O4)C2C(=O)NC(C)(C)C)c1 (centres undefined),x,-4,1,-1.0,-10,-24,-8,-1,-3,x
CCCCC(=O)N/N=C(\C)CC(=O)Nc1cc(Cl)ccc1OC,x,1,-1,-1.7,28,-12,3,1,x,-1
CC1CCCCC1NC(=O)c1ccc(S(=O)(=O)NNC(=O)c2ccncc2)cc1 (centres undefined),0,0,-1,1.6,-9,4,5,-1,x,-13
O=S(=O)(NCCc1ccncc1)c1ccccc1,-7,-2,3,-5.1,-40,8,-7,1,0,3
COc1cc(NC(=O)c2cccc(C)c2)c(Cl)cc1[N+](=O)[O-],x,2,-1,-0.2,63,-4,5,9,1,1
CCCCn1c(N)c(N(Cc2ccccc2OC)C(=O)C2=COCCO2)c(=O)[nH]c1=O,2,-11,0,-0.8,2,13,-9,-5,-3,-4
Cc1ccc(C(=O)NNC(=S)Nc2cccc(Cl)c2Cl)cc1[N+](=O)[O-],-1,2,-2,1.4,-24,6,-13,1,11,-5
Cc1ccc(S(=O)(=O)N2CCOC2CNC(=O)C(=O)NCCCc2ccccc2)cc1 (centres undefined),-2,0,-1,0.4,14,-12,-2,-2,0,-6
Cc1cccc(NC(=O)CSc2n[nH]c(-c3ccncc3)n2)c1C,4,-5,-3,0.0,5,-11,-26,-2,0,-3
O=C(Nc1ccccc1)c1cc2ccccc2o1,35*,-7,-1,4.7,17,-9,-11,2,23,-8
COc1ccccc1C(=O)C1CCCN(C(=O)C2=CC(=O)CC(C)(C)O2)C1 (centres undefined),1,-6,-1,-1.7,-9,-7,-8,2,-1,-6
COc1ccc(Cc2nc3ccc(C(=O)NCC4CCOCC4)cc3o2)cc1OC,7,-10,3,1.9,6,-21,-13,7,0,23
CCc1ccc(-n2c(=S)sc3c(=O)n(-c4ccccc4OC)c(=S)[nH]c32)cc1,1,-17,0,-4.0,-63,-5,-6,2,-1,0
CC1CN(C(C)C)C(C)CC1OC(=O)c1ccccc1 (centres undefined),4,0,3,1.0,-4,-1,3,0,-4,-7
O=C(NCc1ccco1)C(=O)NCC1OCCCN1S(=O)(=O)c1ccc(F)cc1 (centres undefined),-2,4,-3,-3.3,-20,-21,4,4,-3,-10
CCc1c(O)nc(SCC(=O)Nc2ccccc2OC)n(-c2ccccc2C)c1=O,-1,-10,2,-2.0,-11,5,-4,-2,4,1

Later entries:
SMILES,Wnt bcat act,dFosB act,V-ATPase pH,CDK5 inh,SR-BI HDL uptake,HTR5A inv ag,PvdQ acylase,HTR5A ag ctr,NSD2 inh,MITF TRPM1 HTS
O=C(NCc1ccc(Cl)cc1)NCC(F)(F)F,0,-1,-2,-2.0,-2,-10,-15,5,-2,1
CN(C)c1ncc(S(=O)(=O)c2ccc(Cl)cc2)c(-c2ccccc2)n1,x,-3,-5,-1.7,x,-7,-13,2,-2,x
O=C1NC(Cc2c[nH]c3ccccc23)C(=O)N1CCOc1ccccc1 (centres undefined),0,-7,1,0.4,-2,-8,-13,4,1,x
O=C1C[C@H]2CCCCC(=O)N3CC[C@@H](C1)[C@@H]23,-1,-3,-1,1.2,-6,-21,10,6,x,0
CC1=CC2C(C3C=CC2(C)C(=O)C3(C)O)C(C)(O)C1=O (centres undefined),-3,1,-2,1.6,-16,0,-15,0,0,2
O=C(c1cc(COc2ccc(F)cc2Cl)on1)N1CCCCCC1,27,1,1,0.3,-3,4,-7,-1,36,144*
CC1CCC/C=C/C(=O)c2c(O)cc(O)cc2CC(=O)O1 (centres undefined),-3,3,-4,-0.9,4,-14,1,-1,x,-91
CCCn1c(N)c(N2CCCCC2)c(=O)n(CC(=O)Nc2ccc(OC(F)(F)F)cc2)c1=O,x,-4,-4,1.3,22,-10,-12,4,-1,4
O=c1[nH]c(Cc2ccc(F)cc2)nc2scc(-c3ccc(F)cc3)c12,3,-12,-2,-1.5,x,-4,-8,1,-2,7
CC1(C)NC(=O)N(CC(O)CN2C(=O)CCC2=O)C1=O (centres undefined),x,-3,0,-2.8,-24,21,-5,-1,0,x
CCCCCN(C(=O)CCC(=O)OCC(=O)N1CCCC(C)C1)c1c(N)n(CCCC)c(=O)[nH]c1=O (centres undefined),-2,-5,-4,1.1,3,14,-4,-3,3,0
Nc1cc(N)nc(SCCOc2ccccc2F)n1,18,-4,-1,1.9,-24,4,-11,0,-1,59
S=C1NC2=C(CCCC2=C2SCCCS2)C(c2ccccc2)N1 (centres undefined),-3,-18,-6,0.3,-2,4,-7,-2,0,-3
CS(=O)(=O)c1ccc(Cl)c(NC(=O)CN2CCN(C(=O)c3cccs3)CC2)c1,-4,-4,3,0.4,14,10,-8,-2,-2,1
COc1ccc(N(C)C(=O)c2cc3c(s2)-c2ccc(Cl)cc2S(=O)(=O)C3)c(OC)c1,-4,5,1,x,25,-14,4,-5,7,-48
COc1cccc(NS(=O)(=O)c2c(C)n(C)c(=O)n(C)c2=O)c1,-3,-10,4,-4.5,-12,-19,-11,-1,x,x
COc1ccc(CC(C)Nc2ccccc2F)cc1 (centres undefined),0,5,-3,-0.8,-15,-8,9,2,7,x
Cn1cc(/C=N/NC(=O)COc2ccccc2[N+](=O)[O-])c2ccccc21,-4,-10,2,-2.0,31,2,-2,1,1,2
COCCCn1c(SCC(=O)Nc2ccc(NC(=O)c3ccco3)c(OC)c2)nc2ccccc2c1=O,x,6,0,-1.2,74*,-25,1,-2,1,-5
Oc1ccc2cc(Br)ccc2c1CN1CCCC1,-21,-6,1,1.4,9,-21,0,-13,-5,9
COC(=O)C1=C(C)N=C2SCCC(=O)N2C1c1cc(Br)ccc1OC (centres undefined),-2,6,-1,2.2,-8,10,-1,-3,1,-2
CC1CCCC(C)N1C(=O)CNCc1ccc2c(c1)OCO2 (centres undefined),0,-2,-2,-1.9,-8,19,-7,-5,x,x
CC[C@]12c3[nH]c4ccccc4c3CCN1C(=O)C(CC(=O)NCc1cccc(C(F)(F)F)c1)C[C@@H]2C(=O)N1CCN(C(=O)c2ccco2)CC1 (some centres undefined),0,-7,1,6.7,2,-1,12,0,x,-8
Cc1ccc(NC2=C(Cl)C(=O)OC2OC(C)C)cc1 (centres undefined),1,-6,1,-2.2,9,1,1,1,-3,-4
Cc1ccc(Cl)cc1NC(=O)C(=O)N/N=C/c1ccc2c(c1)OCO2,1,40*,-2,-0.9,7,19,-4,1,-1,12

(list continues)
SMILES,Wnt bcat act,dFosB act,V-ATPase pH,CDK5 inh,SR-BI HDL uptake,HTR5A inv ag,PvdQ acylase,HTR5A ag ctr,NSD2 inh,MITF TRPM1 HTS
COc1ccc(CN(C(=O)c2snc(C(N)=O)c2N)C(C(=O)NC2CCCC2)c2cc(OC)ccc2OC)cc1 (centres undefined),-6,1,-1,-2.0,x,13,-7,-5,0,0
CC(NC1c2ccccc2-c2ccccc21)c1ccccc1 (centres undefined),0,-11,2,-2.1,x,-16,-23,6,-5,9
COc1ccccc1N(CC(O)CN1CCCCC1)S(=O)(=O)c1ccc(C)cc1 (centres undefined),0,-1,1,-0.7,x,-10,-13,4,-3,5
COCCn1c(SCC(=O)Nc2ccc(OC)cc2OC)nc2ccccc2c1=O,0,-9,7,-0.2,11,10,4,-3,0,-2
Cc1c(C(=O)N2CCOCC2)c(S(=O)(=O)Nc2cccc(F)c2)c(C)n1C,-2,-2,3,-4.8,-6,5,-12,-1,-4,2
Cc1cc(C(=O)COC(=O)c2ccc(NC(=O)CC#N)cc2)c(C)n1-c1ccc(OC(F)F)cc1,-2,-9,-6,1.5,46,-22,8,6,x,-2
CC(C)[C@H](NC(=O)NCCc1ccc(Cl)cc1)C(=O)O,1,4,-3,-1.3,-33,-22,7,2,15,-15
CCC/C=C1/CCCOC(C(=O)NCc2ccc(S(C)(=O)=O)cc2)(C(F)(F)F)C1 (centres undefined),26,-6,-3,-1.9,5,12,-5,-4,x,5
CCOc1ccc2c(c1)c1nnc(SCC(=O)N3CCC(C)CC3)nc1n2C,-1,-6,1,1.6,29,4,1,2,-4,3
COCCn1c(C)cc(C(=O)COC(=O)C23CC4CC(CC(O)(C4)C2)C3)c1C,x,-8,-1,0.6,8,10,-5,-1,5,x
O=C(CN1C(=O)NC(c2ccccc2)(c2ccccc2)C1=O)NCc1ccc(F)cc1,-2,-3,-3,1.5,2,-19,-7,7,-1,-11
NS(=O)(=O)c1ccc(CCNC(=O)c2cc([N+](=O)[O-])ccc2N2CCOCC2)cc1,-1,-16,3,-1.4,15,12,4,-5,-1,-4
Cc1cccc(C)c1NC(=O)CSc1nnnn1-c1ccc(C(=O)O)cc1,x,-4,0,-0.8,x,26,4,-6,-2,-2
Clc1cccc(OCc2nc(-c3ccncc3)n[nH]2)c1,-1,-9,3,0.1,8,7,-10,-2,5,6

Assay outcomes: PubChem, several laboratories
